Shn3 3UTR inh: reduction of Shn3 3'UTR firefly luciferase signal, primary screen, Schnurri-3 inhibitor project, cell-based, Clone20 osteoblasts, set 2; Clone20 osteoblast Shn3 3'UTR firefly luciferase, 24 h; inhibition, % at 12.5 µM; actives 0.52% (n = 360,000);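 active = mean inhibition of at least 75% with every replicate also reaching 75%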;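 note: 0% = median of neutral control wells and 100% = pilot-screen positive control compound; some compounds past the cut are filed as inactive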
CaV13 ICDI inh: Primary screen for inhibitors of IQ motif and Ca2+-dependent inactivation inhibitor domain binding in CACNA1D, Förster resonance energy transfer in living cells, …; HEK cells, CFP/YFP FRET ICDI-IQ, plate reader, 10 min; percent FRET-ratio fall versus neutral wells; inhibition, % at 12.3 µM; actives 0.098% (n = 340,000); AID 743397;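 active = mean replicate inhibition of at least 30% and at least 1% of replicates passing that level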;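 note: 0% = median of the neutral control wells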
NR2E3 ag-1: NR2E3 agonists in two-hybrid cells, primary screen, cell-based, luminescence, CHO-S, Gal4-NCOR/VP16-NR2E3. Photoreceptor-specific nuclear receptor (Homo sapiens), Q9Y5X4. luciferase. inhibition of corepressor binding, % at 3.98 µM. actives 0.35% (n = 360,000). AID 602229, 2012;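 active = inhibition above the mean of all tested compounds plus 3 SD, cut at about 70% in these data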;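 note: 0% = DMSO with NR2E3 transfected cells and 100% = cells lacking NR2E3 construct; higher means lower luciferase signal from less NR2E3 corepressor binding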
Peg3 prom inh: Peg3 promoter-driven luciferase inhibitors, primary screen, cell-based, HeLa, luciferase luminescence; inhibition, % at 20 µM; AID 588405, 2011; HeLa PEG-Prom luciferase reporter, overnight; actives 1.7% (n = 360,000);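 active = inhibition of at least 50% at 20 µM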
Cardio protect: cardioprotection against H2O2-induced cell death, primary screen, uHTS, H9c2 cells, ATPLite luminescence; H9c2 cardiomyocytes, H2O2 injury protection, 2 h; protection from H2O2 cell death, % at 20 µM; actives 0.63% (n = 360,000); AID 588492, 2011;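 active = compounds giving at least 50% protection of heart cells from peroxide-induced death in the single-dose screen, raw or plate-pattern-corrected value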;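 note: 0% = DMSO wells with peroxide and 100% = DMSO wells without peroxide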
iPSC survival up: enhancers of single-cell hiPSC survival, primary screen, ATPlite luminescence. 100% = ROCK inhibitor wells, 0% = DMSO. survival enhancement, % at 20 µM. actives 0.044% (n = 360,000). AID 602274, 2012; in the data active = survival enhancement above about 18%;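 note: cells exposed to compounds for 16 hours before the ATP read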
HIF-2a inh: HIF-2a reporter inhibitors, primary screen, luminescence, 786-0 RCC cells | inhibition, % at 18.8 µM | actives 0.72% (n = 360,000) | 786-0 RCC cells HIF-2a reporter, luciferase luminescence, overnight | AID 624352, 2012;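 active = inhibition of the luminescence signal of 40% or more relative to plate controls, in a single-dose primary screen at 18.75 µM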
PDI turbidity: inhibitors of human PDI, primary screen, biochemical, turbidity, single point, plate reader | Protein disulfide-isomerase (Homo sapiens), P07237 | inhibition, % at 10 µM | PDI insulin aggregation turbidity, A650, 90 min | AID 588391, 2011 | actives 0.052% (n = 350,000);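 active = mean inhibition across replicates of 30% or more, whatever share of single replicates reach that level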;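 note: absorbance from insulin aggregation driven by PDI reduction with DTT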
Target sequence (P07237 whole entry, looked up): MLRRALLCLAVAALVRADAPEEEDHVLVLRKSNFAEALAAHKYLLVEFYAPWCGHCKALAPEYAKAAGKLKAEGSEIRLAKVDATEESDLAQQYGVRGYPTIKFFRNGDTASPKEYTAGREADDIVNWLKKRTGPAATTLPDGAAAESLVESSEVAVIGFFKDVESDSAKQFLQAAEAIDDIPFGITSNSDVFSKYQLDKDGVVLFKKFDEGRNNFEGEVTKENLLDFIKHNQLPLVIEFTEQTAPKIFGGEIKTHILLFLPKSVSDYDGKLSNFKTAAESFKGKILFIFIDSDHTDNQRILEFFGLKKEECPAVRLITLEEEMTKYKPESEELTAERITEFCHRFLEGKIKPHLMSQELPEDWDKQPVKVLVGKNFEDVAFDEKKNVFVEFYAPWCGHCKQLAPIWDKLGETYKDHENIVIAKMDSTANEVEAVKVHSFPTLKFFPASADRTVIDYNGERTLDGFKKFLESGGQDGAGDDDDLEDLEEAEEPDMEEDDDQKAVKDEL
NR2E3 ag-2: inhibitors of NR2E3-RetCOR corepressor binding, primary screen, NR2E3 agonist project, biochemical, TR-FRET, GST-NR2E3, biotin-RetCOR. actives 0.12% (n = 320,000). Photoreceptor-specific nuclear receptor (Homo sapiens), Q9Y5X4. AID 2300, 2010. 1536-well. inhibition of corepressor binding, % at 4.78 µM;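 active = percent inhibition above the cutoff of mean plus 3 SD of all tested compounds, set per screening campaign, cut at about 20% in these data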;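 note: 0% = DMSO wells and 100% = biotin wells as full block of FRET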
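Format: 1536-well format; test system: GST-NR2E3 and biotin-RetCOR proteins; read-out basis: percent inhibition of TR-FRET ratio; timing: 5 h incubation at 4 °C; detection: time-resolved FRET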
TRPM1 prom inh: inhibitors of MITF-dependent TRPM1 promoter reporter, primary screen, cell-based, SK-MEL-5, single point, luciferase. inhibition, % at 12.5 µM. SK-MEL-5 TRPM1 promoter luciferase, 24 h. actives 0.83% (n = 330,000);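 active = mean inhibition across replicates of 60% or more, whatever share of single replicates reaches that level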; note: values of inactives mirror those of a sister screen read the other way
m5-HT2A agonist: mouse Htr2a agonists via beta-arrestin recruitment, primary screen, cell-based, luminescence; 5-hydroxytryptamine receptor 2A (Mus musculus), P35363; CHO-K1 mHTR2A beta-arrestin complementation; percent of 30 µM serotonin response; activation, % at 7.6 µM; actives 0.66% (n = 360,000); AID 624169, 2012;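 active = activation above a run cutoff, the mean activation of all tested compounds plus 3 SD, cut at about 14% in these data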;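 note: 0% = plate median of compound wells and 100% = 30 µM serotonin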
Target sequence (P35363 whole entry, looked up): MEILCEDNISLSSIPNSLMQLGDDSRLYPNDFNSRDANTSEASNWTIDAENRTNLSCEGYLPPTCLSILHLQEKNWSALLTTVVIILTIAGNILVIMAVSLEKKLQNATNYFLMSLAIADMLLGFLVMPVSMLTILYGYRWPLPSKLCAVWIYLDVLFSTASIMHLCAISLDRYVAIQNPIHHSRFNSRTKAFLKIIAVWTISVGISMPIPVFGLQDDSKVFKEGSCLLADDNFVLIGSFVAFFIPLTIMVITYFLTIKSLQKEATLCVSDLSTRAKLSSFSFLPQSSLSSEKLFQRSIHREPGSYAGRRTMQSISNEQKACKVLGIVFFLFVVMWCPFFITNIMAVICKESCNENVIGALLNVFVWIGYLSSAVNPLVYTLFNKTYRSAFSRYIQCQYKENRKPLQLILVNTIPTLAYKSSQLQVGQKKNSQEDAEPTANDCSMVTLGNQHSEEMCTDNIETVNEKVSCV
* hit, by the source's call; . = not tested or not shown.

SMILES	Shn3 3UTR inh	CaV13 ICDI inh	NR2E3 ag-1	Peg3 prom inh	Cardio protect	iPSC survival up	HIF-2a inh	PDI turbidity	NR2E3 ag-2	TRPM1 prom inh	m5-HT2A agonist
COc1ccccc1N1C(=O)c2cccc3c(N(C)CCO)ccc(c23)C1=O	-25	-241	3	3	1	-0.4	15	7	-4	4	2
COc1cc(OC)cc(C(=O)NCCc2ccc(OC)c(OC)c2)c1	-22	-4	16	-7	4	-0.4	18	8	-1	.	4
COCCn1c(SCC(=O)Nc2ccc3c(c2)OCCO3)nnc1-c1c[nH]c2ccccc12	17	.	-5	3	4	-0.1	0	-6	1	6	-3
O=C(CCCCn1c(=S)[nH]c2ccsc2c1=O)NCc1ccco1	-7	-8	-17	24	3	0.5	13	21	3	10	1
C=CCNc1nc(C(=O)OCC)nc2ccccc12	-17	-6	-9	25	0	2.6	10	0	-1	7	2
Cc1cc(C(=O)Nc2ccccc2)c2ccccc2n1	0	-1	-12	19	10	-0.4	12	4	5	13	0
COc1cc(C(=O)NC(=S)NNC(=O)c2cnccn2)cc(OC)c1OC	89*	-3	-3	13	24	2.0	19	5	-3	-1	4
S=C(Nc1ccccc1)N1N=CCC1c1ccccc1 (centres undefined)	-62	-8	-52	-127	0	-1.4	-164	-2	1	-35	-6
COc1cccc(-c2nc(SCC(=O)Nc3nc(-c4ccccc4)c(C)s3)[nH]c(=O)c2C#N)c1	-6	12	-1	6	18	-1.1	14	-2	-1	-2	-5
COc1cc(C2NCC(c3ccc(Cl)cc3Cl)c3c2[nH]c2ccccc32)cc(OC)c1OC (centres undefined)	10	-5	1	36	-2	-1.1	-16	12	0	15	-4
COc1ccccc1Nc1ncc(C(=O)N2CCC(C(N)=O)CC2)c2ccccc12	-2	-3	-26	24	5	-1.2	9	2	3	12	-1
Cc1ccc(S(=O)(=O)Nc2nc3ccccc3nc2NCC2CCCO2)cc1 (centres undefined)	6	8	-14	12	9	0.4	3	-5	-1	-3	-1
CCN(CC)S(=O)(=O)c1cccc(C(=O)N[C@H](C(=O)NC2=NCCS2)C(C)C)c1	-5	-6	8	6	3	-1.1	11	-7	.	2	-7
O=C(CCCCC(=O)NCc1cccs1)NCc1cccs1	-5	-5	-8	-2	1	2.3	8	-10	7	2	5
COc1cc(NC(=O)c2ccc(Cl)cc2Cl)ccc1-c1cc2ccccc2oc1=O	47	-8	-39	26	3	-2.0	-14	-9	2	3	1
N#C/C(=C\c1ccc(-c2ccccc2Cl)o1)C(=O)Nc1nc2ccccc2s1	-28	-3	-33	-81	-4	1.1	-120	-6	-3	-3	-2
CNS(=O)(=O)c1ccc(NC(=O)c2cc(-c3ccncc3)nc3ccc(Cl)cc23)cc1	-7	-7	33	12	-6	-0.8	14	1	4	17	-1
O=C(NCc1ccc2c(c1)OCO2)C(=O)NC1CCCCC1	-13	-6	-32	4	2	1.3	-5	-3	-2	-15	-2
Cc1ccc(S(=O)(=O)Nn2cnnc2)cc1	22	-14	-36	15	-5	0.3	23	4	-1	16	2
COc1ccc(/C(C)=N/NC(=O)CNC(=O)c2ccncc2)cc1	-16	-2	6	-4	6	-0.4	1	-3	3	-15	-3

Copied from the list.
CCN(CC)S(=O)(=O)c1cccc(C(=O)N[C@H](C(=O)NC2=NCCS2)C(C)C)c1 in NR2E3 ag-1 reads 8
Cc1ccc(S(=O)(=O)Nc2nc3ccccc3nc2NCC2CCCO2)cc1 (centres undefined) in NR2E3 ag-1 reads -14
O=C(NCc1ccc2c(c1)OCO2)C(=O)NC1CCCCC1 in Peg3 prom inh reads 4
O=C(CCCCC(=O)NCc1cccs1)NCc1cccs1 in CaV13 ICDI inh reads -5
COc1cc(NC(=O)c2ccc(Cl)cc2Cl)ccc1-c1cc2ccccc2oc1=O in CaV13 ICDI inh reads -8
COc1ccc(/C(C)=N/NC(=O)CNC(=O)c2ccncc2)cc1 in CaV13 ICDI inh reads -2

2 neighbouring records from above, for reference:
SMILES	Shn3 3UTR inh	CaV13 ICDI inh	NR2E3 ag-1	Peg3 prom inh	Cardio protect	iPSC survival up	HIF-2a inh	PDI turbidity	NR2E3 ag-2	TRPM1 prom inh	m5-HT2A agonist
COc1cc(NC(=O)c2ccc(Cl)cc2Cl)ccc1-c1cc2ccccc2oc1=O	47	-8	-39	26	3	-2.0	-14	-9	2	3	1
N#C/C(=C\c1ccc(-c2ccccc2Cl)o1)C(=O)Nc1nc2ccccc2s1	-28	-3	-33	-81	-4	1.1	-120	-6	-3	-3	-2

(cont.)
SMILES	Shn3 3UTR inh	CaV13 ICDI inh	NR2E3 ag-1	Peg3 prom inh	Cardio protect	iPSC survival up	HIF-2a inh	PDI turbidity	NR2E3 ag-2	TRPM1 prom inh	m5-HT2A agonist
CC1CCN(c2nc(-c3cccnc3)nc3scc(-c4ccccc4)c23)CC1	-6	-1	-11	-2	-8	1.7	-28	-6	2	4	1
COc1ccc(CNC(=O)C(CCSC)NC(=O)c2ccco2)cc1 (centres undefined)	1	-2	-13	9	9	-2.7	13	-2	0	21	-1
Cc1nn2c(NCCOCCO)c3c(nc2c1-c1ccccc1)CCC3	8	-3	8	22	1	0.0	13	-1	3	-3	-3
O=C(c1ccc2c(=O)n(-c3ccccc3)c(=S)[nH]c2c1)N1CCCCC1	83	6	11	16	-21	-0.4	15	0	1	24	2
O=C(NCc1ccco1)C1CC(c2ccccc2C(F)(F)F)=NO1 (centres undefined)	-17	-10	16	3	3	2.0	-4	-2	4	-6	-1
COc1cccc(OCC(O)CNC(C)c2ccccc2)c1 (centres undefined)	4	-16	-15	-3	-4	0.0	9	-1	0	5	10
Cc1noc(C)c1CCC(=O)N1CCCC(N2CCN(c3ccc(F)cc3)CC2)C1 (centres undefined)	0	-6	-20	5	4	0.2	2	1	0	-6	2
O=C(O)[C@H](CO)Nc1ncnc2sc3c(c12)CCC3	-4	.	-16	8	0	4.0	8	15	-1	-12	4
COc1cccc(-n2cnc3sc4c(c3c2=O)CCC4)c1	-14	-7	-24	2	2	-0.6	10	-3	2	-7	-2
COc1cc(-c2ccc3c(=O)c4ccccc4n(C)c3c2)cc(OC)c1OC	0	-6	11	22	88*	-0.6	-71	-5	3	-10	18*
CN(C)S(=O)(=O)c1cccc(COC(=O)c2ccc3c(c2)OCO3)c1	16	-3	-3	-5	-15	-0.6	8	-5	3	-9	-2
Cc1ccc(C)c(SCC(=O)NC(=O)Nc2ccc3c(c2)OCCO3)c1	12	-6	-6	-1	-6	2.2	0	-8	-1	13	3
CN(CC(=O)Nc1nc2ccc(F)cc2s1)S(=O)(=O)c1ccc(Cl)cc1	8	-8	-14	-24	-13	4.7	-99	-16	3	-5	5
Cc1ccc(N/C=C/C(=O)c2cccs2)cc1	10	-29	-104	15	-24	-0.9	-35	-1	-1	31	-1
CCOc1cc(N2CCOCC2)c(OCC)cc1NC(=O)CN1CCSC1=O	-1	-4	-14	2	1	0.4	-9	-3	4	-1	-3
O=C1C=CC(=NN=C(c2ccccc2)c2ccccc2)C=C1	-5	-10	-18	-18	-10	-0.4	-54	.	.	.	-1
C=CCn1cnc2c(nnn2Cc2ccc(F)cc2)c1=O	15	-19	3	6	8	-0.1	6	14	-2	6	-2
Cc1ccc(NC(=O)c2ccc(NS(=O)(=O)c3c(C)noc3C)cc2)cc1C	3	.	8	-9	5	7.2	3	-1	-2	-14	-9
COCC(N)(c1ccccc1)c1nc2ccccc2n1C (centres undefined)	12	-4	-3	11	8	-0.1	13	-6	1	9	-4
Cc1ccc(NC(=O)CN(C)C2CCCCC2)cc1Cl	-17	-2	0	-9	-1	-0.6	-21	18	.	-14	-1
O=C1CC(N2CCN(c3ccc(C(=O)c4ccc(F)cc4)cc3)CC2)C(=O)N1 (centres undefined)	-31	-6	-11	-17	-6	-1.4	-46	-6	3	2	-2
CCC(C)Sc1nnc(CNS(=O)(=O)c2ccc(F)cc2)n1C (centres undefined)	2	-6	-5	-4	0	-0.2	6	14	0	0	-4
O=C(C=Cc1ccc2c(c1)OCO2)C1CC1	-22	-6	3	-182	2	-0.7	-96	2	.	.	5
COCCCNC(=O)c1ccc(-c2nc3ccccc3nc2-c2ccccc2)cc1	-16	-5	-16	22	0	-0.7	30	-14	2	.	3
O=C(COC(=O)c1c2c(nc3ccccc13)/C(=C/c1ccco1)CC2)NC1CCCC1	0	-6	-14	-64	12	0.4	-140	3	.	-19	0
COc1ccc(C2NC(=O)c3sc(=S)n(-c4ccccc4)c3N2)cc1 (centres undefined)	16	-5	-19	12	10	0.4	8	-2	5	10	-2
COc1ccc2[nH]c(=O)c(CN(Cc3cccs3)Cc3nnnn3Cc3ccccc3)cc2c1	-12	-5	-22	5	35	-0.5	-86	-3	1	-4	-4
O=C(NNC(=O)C1CCN(Cc2ccc(Cl)c(Cl)c2)CC1)c1cccs1	5	-1	-3	17	-9	-0.1	9	0	2	9	-6
Cc1onc(-c2ccccc2Cl)c1C(=O)Nc1cccc(S(=O)(=O)NC2=NCCC2)c1	-2	-6	-10	7	3	-0.5	5	3	5	2	-10
CC(C)c1nnc(NC(=O)c2cccc(NC(=O)C(F)(F)F)c2)s1	-38	-4	-103	-207	2	0.0	-238	9	-1	-51	1
COc1ccccc1/C=C/C(=O)Nc1ccc(N2CCOCC2)cc1	-11	-7	-6	-22	4	-0.8	-35	1	2	-14	0
CCn1ncc([N+](=O)[O-])c1C(=O)n1nc(C)cc1C	-13	-4	-47	-80	9	1.0	-99	-5	0	-2	0
COc1ccccc1C(=O)NCCC(=O)N1CCCCC1	-96	.	-17	-5	-5	-0.2	-1	-2	-2	13	3
O=C(Nc1ccc(-c2nc3cccnc3s2)cc1)c1ccc(Cl)nc1	-24	-5	-57	-20	3	-0.5	-206	0	1	-90	-2
Cc1nn(C(=O)c2ccco2)c(C)c1Sc1ccc(Cl)cc1	-17	-3	-3	-6	15	0.2	1	5	1	-4	2
CC1(C)CC2CC(C)(CN2C(=O)COC(=O)c2cccc([N+](=O)[O-])c2)C1 (centres undefined)	-3	-5	-42	13	1	6.6	7	-5	.	-5	2
CC(=O)N1CCN(Cc2ccc(Br)s2)CC1	7	-7	0	11	-1	4.9	11	5	0	2	0

Bioassay records: PubChem, several laboratories
